From PubChem
Vif-APOBEC3G blk = inhibitors of Vif-APOBEC3G interaction; Q9HC16; HeLa A3G-eYFP + Vif (tagged APOBEC3G with the HIV-1 protein that degrades it), YFP fluorescence, overnight; Potency, µM (top dose mostly 46.1 µM), for the others: at the top dose activity, negative = active, most hits filed as inhibitors; 0.076% of 410,000 active;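 further: potency means the concentration at half of the fitted maximal effect; on the % scale 0 is the no-effect control and ±100 the full control effect; nearly all actives have a fitted effect of over 60% in size; hits raise eYFP signal because A3G escapes Vif-driven loss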
Target sequence (Q9HC16 whole entry, looked up): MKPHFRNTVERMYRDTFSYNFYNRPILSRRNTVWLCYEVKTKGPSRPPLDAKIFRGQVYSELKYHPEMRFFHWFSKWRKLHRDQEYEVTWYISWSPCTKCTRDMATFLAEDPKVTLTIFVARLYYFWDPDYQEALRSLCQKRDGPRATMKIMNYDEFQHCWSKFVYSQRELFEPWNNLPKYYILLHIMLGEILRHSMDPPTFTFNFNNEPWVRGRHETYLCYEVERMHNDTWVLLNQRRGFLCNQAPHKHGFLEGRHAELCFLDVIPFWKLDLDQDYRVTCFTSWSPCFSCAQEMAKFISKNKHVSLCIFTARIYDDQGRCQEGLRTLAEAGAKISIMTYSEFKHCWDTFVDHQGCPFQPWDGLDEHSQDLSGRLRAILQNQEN
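HeLa cells stably expressing Vif and C-terminally eYFP-tagged A3G, seeded overnight at 37 deg C, then exposed to compound by pintool overnight at 37 deg C. Rise in yellow fluorescence (Ex 488/Em 500-530, Acumen) marks blocked Vif-driven A3G degradation.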
TrxR1 substrate = substrates of rat thioredoxin reductase 1. Potency, µM (highest dose often 114 µM), for the others: top-dose activity change, negative = substrate turnover. 0.01% of 390,000 active. O89049. purified TrxR1 substrate turnover, NADPH consumption readout; further: potency means the concentration at half of the fitted maximal effect; on the % scale 0 is the no-effect control and ±100 the full control effect; nearly all actives have a fitted effect of over 50% in size
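Rat TrxR1, dispensed at 90 nM, was prereduced with 400 uM NADPH (final) for 5 min at ~22 deg C, then incubated with compound 15 min before 400 uM selenite. A first-read NADPH fluorescence drop versus no-compound background flagged substrates.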
IDH1 R132H inh = human IDH1 R132H inhibition; O75874; IDH1-R132H enzyme, NADPH consumption, diaphorase/resazurin fluorescence; Potency, µM (highest dose often 76.6 µM), inactives show at the highest dose activity change, negative = inhibition, actives largely listed as inhibitors; 0.093% of 390,000 active; further: potency means the concentration at half of the fitted maximal effect; on the % scale 0 is the no-effect control and ±100 the full control effect; nearly all actives have a fitted effect of over 65% in size
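IDH1-R132H (0.5 ug/mL dispensed) in pH 7.5 Tris buffer was preincubated 30 min with compound, then given a substrate mix of 0.016 mM NADPH and 2 mM alpha-KG for 80 min at room temperature; remaining NADPH was read by diaphorase/resazurin fluorescence.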
LDHA inh = blocks human lactate dehydrogenase A; P00338; purified LDHA, NADH/diaphorase-resazurin fluorescence; active compounds read low; activity change, % (values are at about 110 or 230 µM); AID 1347041; 0.15% of 480,000 active; in the data active means activity change below about -30%; inconclusive means mostly about -25% to -30%;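 further: plate controls were DMSO wells for no effect and wells without enzyme for full effect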
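Human LDH5 at 2 nM final in Tris HCl pH 7.4 with 0.06 mM NADH and 0.2 mM pyruvate, reacted 5 minutes at room temperature. Remaining NADH coupled via diaphorase/resazurin; resorufin fluorescence read at 0 and 20 minutes, normalized to enzyme-free and DMSO wells.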
Glioma ERSR ind = induces the endoplasmic reticulum stress response in human glioma cells; Potency, µM, for the others: top-dose activation, usual class: activators; 0.02% of 420,000 active; U87-MG GRP78 promoter luciferase reporter, 16 h; further: potency means the concentration at half of the fitted maximal effect; series mostly up to about 76 µM; % of control where 0% means no effect; nearly all actives have a fitted effect of over 35% in size
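Stably transfected U87-MG human glioma cells carrying a GRP78-based luminescent sensor were seeded at 1000 cells/well, pin-dosed with compounds and incubated 16 h. Luciferase reagent was then added, and end-point luminescence was read after 10 min at room temperature.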
USP1-UAF1 inh = inhibitors of human USP1/UAF1 deubiquitinase. O94782. recombinant USP1/UAF1, Ub-Rhodamine cleavage fluorescence. Potency, µM (series often up to 57.1 µM), without a hit: top-dose activity change, negative = inhibition, hits mostly inhibitors. 0.23% of 390,000 active; further: potency means the concentration at half of the fitted maximal effect; on the % scale 0 is the no-effect control and ±100 the full control effect; nearly all actives have a fitted effect of over 60% in size; inactives centre near -12
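USP1/UAF1 complex (1 nM) preincubated 15 min at room temperature with compound, then Ub-Rho substrate (150 nM final) added. Kinetic fluorescence at 480/540 nm over 6 reads at 60 s intervals; 50 mM HEPES pH 7.8, 0.5 mM EDTA, 0.1 mg/ml BSA, 1 mM TCEP, 0.01% Tween-20.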
Vif-A3F inh = blocks the Vif interaction with APOBEC3F; HeLa A3F-eYFP + Vif (tagged APOBEC3F with the HIV-1 protein that degrades it), YFP fluorescence increase; Potency, µM (top dose mostly 46.1 µM), without a hit: top-dose activity, negative = active; AID 602313; 0.2% of 390,000 active; further: potency means the concentration at half of the fitted maximal effect; % of control where 0% means no effect; nearly all actives have a fitted effect of over 65% in size
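Fluorescence increase (Ex 488/Em 500-530) after overnight compound treatment at 37 deg C flags inhibition of Vif-driven A3F-eYFP loss in stable HeLa A3F-eYFP/Vif cells seeded overnight beforehand.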
PI4K2A inh = inhibitors of human PI4K2A | Q9BTU6 | purified PI4K2A, ADP-Glo luminescence, 1 h; active compounds read low | activity change, negative = inhibition, % at 76.9 µM | 0.13% of 420,000 active; in the data active means activity change below about -50%; inconclusive means mostly about -30% to -49%;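 further: -100% = wells without enzyme as full effect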
Target sequence (Q9BTU6 whole entry, looked up): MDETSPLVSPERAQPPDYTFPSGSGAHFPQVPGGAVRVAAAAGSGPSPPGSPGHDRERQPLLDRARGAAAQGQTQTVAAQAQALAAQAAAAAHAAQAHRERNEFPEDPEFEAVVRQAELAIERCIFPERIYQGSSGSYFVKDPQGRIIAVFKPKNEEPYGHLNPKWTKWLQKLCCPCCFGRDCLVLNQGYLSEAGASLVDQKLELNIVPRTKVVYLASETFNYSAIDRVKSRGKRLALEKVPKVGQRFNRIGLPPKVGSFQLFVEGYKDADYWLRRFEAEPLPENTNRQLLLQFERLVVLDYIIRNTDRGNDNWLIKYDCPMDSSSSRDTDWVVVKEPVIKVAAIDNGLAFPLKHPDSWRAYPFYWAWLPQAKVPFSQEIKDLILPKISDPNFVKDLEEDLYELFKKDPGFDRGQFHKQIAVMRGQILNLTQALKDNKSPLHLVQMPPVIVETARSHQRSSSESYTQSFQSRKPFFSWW
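PI4K2A activity was measured by ADP-Glo luminescence: enzyme (4 ug/mL stock) and phosphatidylinositol (1.2 mM stock) in Tris pH 7.5/MgCl2/EGTA/Triton X-100 buffer were reacted with ATP (300 microM stock) for one hour at ambient temperature.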
RXFP1 agonist = RXFP1 (human) receptor agonism; HEK293T-RXFP1 cAMP TR-FRET, 30 min; response scale: percent of porcine relaxin response, buffer zero; Q9HBX9; AID 2676; Potency, µM (titrated, usually from 57.5 µM), for inactives: at the highest dose activation, actives largely listed as activators; 0.3% of 370,000 active; further: potency means the concentration at half of the fitted maximal effect; on the % scale 0 is the no-effect control and ±100 the full control effect; nearly all actives have a fitted effect of over 60% in size; many of its hits are not listed in these tables
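cAMP rise read by TR-FRET after 30 min, 37C compound exposure (up to 58 uM) in RXFP1-transfected HEK293 cells with Ro 20174 present. EC50 from Hill-equation fits, with 29 nM porcine relaxin as 100% and buffer as basal.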
* = called active by the depositor; ? = inconclusive; . = no result given; & = joins results of further samples; [ ] = dose if it differs, or a comment. Unless noted, the call rests on the fitted dose curve; in most records, active means well fitted curve in the direction sought with a large enough effect; inconclusive means small, poorly fitted or top-dose-only effect, or another doubt; inactive means no such curve, though single readings can be large; an effect the other way counts as inactive or inconclusive.

Every second line gives: Vif-APOBEC3G blk	TrxR1 substrate	IDH1 R132H inh	LDHA inh	Glioma ERSR ind	USP1-UAF1 inh	Vif-A3F inh	PI4K2A inh	RXFP1 agonist
(1) Fc1ccccc1-c1nc(NCCCN2CCOCC2)c2ccccc2n1
→ 0%	-2%	-4%	-4	-6%	-2%	9%	-3	2.7%
(2) FC(F)Sc1ccc(NC(=S)NCc2ccccc2)cc1
→ 1%	4%[57.1 µM]	0%	-7	-3%	?	2%	7	1.3%
(3) CCc1ccc(-n2nc3cc(C)c(N)cc3n2)cc1
→ -7%	38%[activator]	-7%	9	-4%	-4%	-8%	-17	10%
(4) COc1ccc(C(=O)NC(=S)NNC(=O)c2cnccn2)cc1OC
→ -1%	-7%	-1%	-5	5%	-18%	-7%	-10	-4.0%
(5) COc1ccc(NC(=O)CSc2nnnn2-c2ccc(F)cc2)cc1
→ 0%	0%	1%	?	-3%	-2%	-2%	-2	-1.7%
(6) Clc1ccccc1CN(Cc1ccccc1)C(c1cccs1)c1nnnn1C1CCCC1 (stereo not drawn)
→ 1%	-5%	-1%	-4	-7%	-4%	.	3	5.3%
(7) Cc1cccc(NC(=S)N/N=C/c2ccc([N+](=O)[O-])s2)c1
→ ?	-9%	2%	-2	-7%	-12%	0%	-9	-2.0%
(8) CCN(CC)C(=O)CSc1nnc(CNc2ccc(F)cc2)n1Cc1ccco1
→ -1%	7%	3%	0	-5%	-20%	-2%	0	0.4%
(9) Nc1nc(COC(=O)C2CC(=O)N(Cc3ccccc3)C2)nc(Nc2ccccc2)n1 (stereo not drawn)
→ 0%	6%	-2%	2	2%	-12%	-6%	-3	-1.1%
(10) O=c1[nH]c2ccccc2nc1NCCN1CCOCC1
→ -5%	8%[57.1 µM]	5%	-10	-5%	-10%	4%	-9	0.7%
(11) CC1(C(=O)NCCc2ccccc2)Cc2c(-c3cccc(C(N)=O)c3)ccnc2O1 (stereo not drawn)
→ ?	.	.	-3	-3%	.	.	1	.
(12) CCN(CC)C(=O)C(=O)c1cccn1-c1cccc(-n2cccc2C(=O)C(=O)N(CC)CC)c1C#N
→ 0%	-8%	-3%	3	-9%	1%	-8%	4	0.8%
(13) O=C(NCc1ccc(Cl)cc1)N1CCN(C(=O)c2ccccc2)CC1
→ 4%	.	16%	-4&-3	-1%	-19%	-7%	-6	.
(14) CCN(CC)C1CCN(c2nc3nonc3nc2NCCOC)C1 (stereo not drawn)
→ -5%	-2%	-9%	-1	-3%	-24%	-15%	1	1.8%
(15) O=S(=O)(NCc1ccccn1)c1ccc(F)cc1
→ -1%	-5%	5%	1	-6%	-21%	4%	-3	1.8%
(16) O=C(OC1CCOC1=O)C1CCN(S(=O)(=O)c2c(Cl)cccc2Cl)CC1 (stereo not drawn)
→ -12%	-5%	-4%	0	-6%	6%	-1%	-1	1.3%
(17) Cc1cc(C)c(S(C)(=O)=O)c(N(C)N)n1
→ 1%	0%	-2%	-10	-2%	-10%	-4%	0	5.2%
(18) O=C(c1[nH]c(C(F)(F)F)nc1-c1ccccc1)N1CCN(c2c(Cl)cncc2Cl)CC1
→ 0%	.	.	-2	-6%	.	.	2	.
(19) O=C(CN1C(=O)c2ccccc2S1(=O)=O)Nc1ncc([N+](=O)[O-])s1
→ 0%	-18%	1%	-8	-2%	-6%	-3%	5	-2.8%
(20) COc1cc(CN2CCN(Cc3ccc4cc(F)ccc4n3)CC2CCO)cc(OC)c1 (stereo not drawn)
→ 2%	8%	-3%	0	-5%	-26%	-19%	2	1.0%

3 compounds from above, showing only TrxR1 substrate and LDHA inh.
nr	molecule	TrxR1 substrate	LDHA inh
18	O=C(c1[nH]c(C(F)(F)F)nc1-c1ccccc1)N1CCN(c2c(Cl)cncc2Cl)CC1	.	-2
9	Nc1nc(COC(=O)C2CC(=O)N(Cc3ccccc3)C2)nc(Nc2ccccc2)n1 (stereo not drawn)	6%	2
4	COc1ccc(C(=O)NC(=S)NNC(=O)c2cnccn2)cc1OC	-7%	-5

(continued)
Every second line gives: Vif-APOBEC3G blk	TrxR1 substrate	IDH1 R132H inh	LDHA inh	Glioma ERSR ind	USP1-UAF1 inh	Vif-A3F inh	PI4K2A inh	RXFP1 agonist
(21) CC(Cl)C(=O)Nc1cc(C(F)(F)F)ccc1N1CCOCC1 (stereo not drawn)
→ 2%	12%[57.1 µM]	0%	-2	-3%	-17%	-3%	-1	1.7%
(22) Cc1ccc(CNC(=O)c2cccc3c2C(=O)c2ccc(N4CCOCC4)cc2S3(=O)=O)cc1
→ -8%	-1%	-1%	0	-3%	?	1%	2	0.8%
(23) COc1ccccc1CNC(=O)CN(Cc1ccc(Cl)cc1)S(C)(=O)=O
→ -3%	-11%[57.1 µM]	10%	1	2%	-14%	-5%	-2	1.3%
(24) CCN(C(=S)NCCOC)c1cccc2ccccc12
→ 0%	11%[57.1 µM]	-4%	-6	-4%	-6%	1%	-10	0.6%
(25) COc1ccc([C@@H]2[C@@H]3C(=O)N(C(C)(C)C)C(=O)[C@@H]3[C@]3(Cc4ccccc4)C(=O)N(c4ccc(Br)cc4)C(=O)N23)cc1
→ -7%	10%	-1%	-6	0%	-3%	3%	-8	0.3%
(26) CCN(CCCNC(=O)CNC(=O)c1nn(-c2ccc(OC)cc2)c(=O)c2ccccc12)c1cccc(C)c1
→ 0%	-6%	12%	2	1%	-25%	3%	3	0.2%
(27) Cc1ccc(C)c(/C=N/NC(=S)NCCc2ccccc2)c1
→ 2%	-10%	-3%	-3	-1%	-21%	-1%	10	0.8%
(28) CC(OC(=O)c1cccc(S(=O)(=O)N2CCCCCC2)c1)C(=O)Nc1ccc(S(N)(=O)=O)cc1 (stereo not drawn)
→ 0%	2%	2%	-6	-5%	-22%	3%	0	0.0%
(29) Cc1noc(/C=C/c2cccnc2)c1[N+](=O)[O-]
→ -28%	-9%	0%	-3	-14%	-26%	0%	2	8.4%
(30) O=C(CN1CCCC1)Nc1cccc(Cl)c1Cl
→ 1%	0%	14%	-2	0%	-19%	?	2	-0.3%
(31) Cc1ccc(NC(=O)CNC(=O)c2ccc(C)o2)cc1
→ -7%	0%	0%	-3	3%	-22%	-12%	6	-0.8%
(32) CCN(CC)C(=O)CSc1ncnc2c1cnn2Cc1ccccc1
→ -1%	1%[57.1 µM]	1%	1	-4%	-2%	3%	6	0.9%
(33) CCOCCCNC(=O)c1oc2ccc(S(=O)(=O)N3CCOCC3)cc2c1C
→ -1%	5%[57.1 µM]	-1%	-9	-5%	0%	-4%	-5	-0.2%
(34) COC(=O)c1cc(OC)c(OC)cc1NC(=S)N1CCN(Cc2ccccc2)CC1
→ 1%	1%	-4%	2	-3%	-10%	-1%	1	-0.5%
(35) COc1ccc(C2=NC3(CCCCCC3)N(CC(=O)Nc3ccc(C)c(C)c3)C2=O)cc1
→ .	-1%	.	-3&-6	.	-13%	.	2	0.0%
(36) O=C(Cn1ccc2ccccc2c1=O)NCCC(=O)N1CCCCC1
→ 3%	5%	-4%	-5	-4%	-8%	-4%	-2	0.9%

Quoted at random: 4 compounds from above
Every second line gives: Vif-APOBEC3G blk	TrxR1 substrate	IDH1 R132H inh	LDHA inh	Glioma ERSR ind	USP1-UAF1 inh	Vif-A3F inh	PI4K2A inh	RXFP1 agonist
(1) Fc1ccccc1-c1nc(NCCCN2CCOCC2)c2ccccc2n1
→ 0%	-2%	-4%	-4	-6%	-2%	9%	-3	2.7%
(31) Cc1ccc(NC(=O)CNC(=O)c2ccc(C)o2)cc1
→ -7%	0%	0%	-3	3%	-22%	-12%	6	-0.8%
(16) O=C(OC1CCOC1=O)C1CCN(S(=O)(=O)c2c(Cl)cccc2Cl)CC1 (stereo not drawn)
→ -12%	-5%	-4%	0	-6%	6%	-1%	-1	1.3%
(6) Clc1ccccc1CN(Cc1ccccc1)C(c1cccs1)c1nnnn1C1CCCC1 (stereo not drawn)
→ 1%	-5%	-1%	-4	-7%	-4%	.	3	5.3%

An excerpt; the hit share may differ from the screen's.
